Compound activity from PubChem BioAssay.
USP2a inh: blocks human ubiquitin-specific protease USP2a. O75604. USP2a enzymatic assay, qHTS inhibition. Potency, µM (highest dose often 38.3 µM), for the others: at the top dose activity change, negative = inhibition, most hits filed as inhibitors. actives 0.1% (n = 60,000);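 further: potency means the concentration at half of the fitted maximal effect; nearly all actives have a fitted effect of over 60% in size; plate controls were DMSO for no effect and NEM full inhibition control for full effect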
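Coupled readout: USP2-cleaved Ub-PLA2 (20nM final) turns over NBD C6-HPC (20uM final), Ex 460nm/Em 535nm after 2.5 h, time-zero read flagging artifacts. Enzyme (20nM final, pH 8.0 Tris) given 30 min RT with compound first; NEM defines full inhibition.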
Fluorescein fluor: compound fluoresces in the fluorescein spectral region. AID 593. actives 0.91% (n = 59,000). Compound autofluorescence, 480/540 nm, fluorescein-equivalent; stronger effect = higher value. max fluorescein-equivalent concentration, M; in the data active means max fluorescein-equivalent concentration above about 10 nM; inconclusive means between about 1.1 nM and that limit
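Values reflect compound autofluorescence, normalized to fluorescein on the same plate and reported at each tested concentration. Conditions: 100 mM Tris pH 8.0, room temperature, 15 min, excitation 480 nm, emission 540 nm.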
Casp1 inh: allosteric or competitive inhibitors of human caspase-1. P29466. Caspase-1 enzyme, Ac-WEHD-AFC fluorogenic rate. Potency, µM (series often up to 57.5 µM), inactives show at the top dose activity change, negative = inhibition, most hits filed as inhibitors. actives 0.03% (n = 75,000);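 further: potency means the concentration at half of the fitted maximal effect; plate controls were vehicle for no effect and no substrate for full effect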
Target sequence (P29466 120-297 limits assumed): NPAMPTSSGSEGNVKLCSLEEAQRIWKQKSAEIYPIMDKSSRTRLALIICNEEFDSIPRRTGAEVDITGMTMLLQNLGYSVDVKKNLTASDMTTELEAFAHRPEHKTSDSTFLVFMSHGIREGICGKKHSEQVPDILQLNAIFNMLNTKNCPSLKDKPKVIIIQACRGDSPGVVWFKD
Target sequence (P29466 317-404 limits assumed): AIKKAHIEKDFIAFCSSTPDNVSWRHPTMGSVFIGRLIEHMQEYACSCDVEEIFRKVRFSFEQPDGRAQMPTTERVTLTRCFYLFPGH
HEK293 cAMP cs: counter-screen for TSHR agonists: cAMP increase in parental HEK293 | parental HEK293 CNG cAMP sensor, membrane potential fluorescence | Potency, µM (highest dose often 57.1 µM), for inactives: at the top dose activation, hits mostly activators | actives 2.5% (n = 73,000) | AID 938; further: potency means the concentration at half of the fitted maximal effect; % of control where 0% means no effect; nearly all actives have a fitted effect of over 55% in size
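Parental HEK 293 cells stably expressing a modified CNG channel (no TSHR) report cAMP rise as membrane depolarization. Membrane potential dye with 100 uM RO 20-1724 was loaded for 60 min at room temperature, then compound added for 30 min; fluorescence read at 590 nm.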
HADH2 inhib: inhibitors of human HADH2 dehydrogenase; Q99714; recombinant HADH2, NADH fluorescence, beta-hydroxybutyryl-CoA; Potency, µM (titrated, usually from 57.1 µM), without a hit: top-dose activity change, negative = inhibition, hits mostly inhibitors; actives 3.4% (n = 73,000); further: potency means the concentration at half of the fitted maximal effect; on the % scale 0 is the no-effect control and ±100 the full control effect; nearly all actives have a fitted effect of over 60% in size; many of its hits are not listed in these tables
Target sequence (Q99714 whole entry, looked up, one chain of several): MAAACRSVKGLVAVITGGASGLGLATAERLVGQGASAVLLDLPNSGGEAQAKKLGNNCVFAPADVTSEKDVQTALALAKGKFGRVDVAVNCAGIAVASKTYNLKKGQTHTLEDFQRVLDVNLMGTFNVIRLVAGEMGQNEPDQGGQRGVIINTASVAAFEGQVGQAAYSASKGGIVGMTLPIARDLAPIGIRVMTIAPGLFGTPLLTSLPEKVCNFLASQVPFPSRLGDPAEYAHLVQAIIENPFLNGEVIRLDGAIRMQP
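His-tagged recombinant enzyme from E. coli, 20 nM, preincubated 15 min RT with compound; reaction started with 1 mM NAD+ and 90 uM beta-hydroxybutyryl-CoA in 100 mM Tris-HCl pH 9.0. NADH fluorescence (ex 360/em 450) read over 4 min; last-minus-first difference.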
Rhodamine autofl: compound fluoresces in the rhodamine spectral region; actives 0.05% (n = 59,000); max dye-equivalent concentration, M; Rhodamine-region fluorescence, 547/598 nm, Tris buffer; stronger effect = higher value; in the data active means max dye-equivalent concentration above about 11 nM; inconclusive means between about 1.1 nM and that limit
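Compound fluorescence in 100 mM Tris, pH 8.0, read after 15 min at room temperature with 547 nm excitation and 598 nm emission. Output is dye-equivalent concentration from an on-plate rhodamine standard series.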
Tau fil binding: binds recombinant human tau filaments. actives 2% (n = 71,000). Potency, µM (doses to about 57.1 µM), inactives show at the highest dose activity change, negative = inhibition. recombinant tau filaments, thioflavin S fluorescence, 15 h; filaments grown with octadecylsulfate alongside compound;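 further: potency means the concentration at half of the fitted maximal effect; on the % scale 0 is the no-effect control and ±100 the full control effect; actives lower thioflavin S fluorescence by blocking filaments or displacing dye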
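Read-out: ThS fluorescence, 450 nm excitation/510 nm emission; lower signal marks blocked filament formation or displaced dye. Tau at 1 uM with 30 uM ODS, 10 uM ThS, 5 mM DTT, 100 mM NaCl, 10 mM HEPES pH 7.4; 15 h, 37 C.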
Luciferase inh: inhibitors of firefly luciferase | actives 2.2% (n = 72,000) | P08659 | Potency, µM (highest dose often 57.1 µM), inactives show at the highest dose activity change, negative = inhibition, actives largely listed as inhibitors | purified firefly luciferase, luminescence, 8 min; further: potency means the concentration at half of the fitted maximal effect; on the % scale 0 is the no-effect control and ±100 the full control effect; nearly all actives have a fitted effect of over 40% in size
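qHTS concentration-response profiling: light output of P. pyralis luciferase with luciferin and 10 uM ATP, imidazole buffer pH 7.2. Read by luminescence after 8-min room-temperature incubation.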
TexasRed autofl: Texas Red region autofluorescence. AID 587. actives 0.06% (n = 59,000). Compound fluorescence, Texas Red channel, 547/618 nm; stronger effect = higher value. max dye-equivalent concentration, M; in the data active means max dye-equivalent concentration above about 10 nM; inconclusive means between about 1.1 nM and that limit
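Compound titrations in 100 mM Tris pH 8.0 were incubated 15 min at room temperature and read at 547 nm excitation / 618 nm emission. Texas Red six-point standard curve on each plate converted fluorescence to dye-equivalent concentration.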
Casp7 inh: allosteric or competitive inhibitors of human caspase-7; AID 889; Potency, µM (series often up to 57.5 µM), for the others: at the highest dose activity change, negative = inhibition, actives largely listed as inhibitors; P55210; recombinant caspase-7, Ac-DEVD-AFC fluorescence rate; actives 0.02% (n = 75,000); active means well fitted inhibition curve with a large enough effect in the main read-out, with a control signal flat, not every such curve was filed as active; inconclusive means small, poorly fitted or top-dose-only effect, or a change in a side signal; further: potency means the concentration at half of the fitted maximal effect; % of control where 0% means no effect
Target sequence (P55210 24-198 limits assumed): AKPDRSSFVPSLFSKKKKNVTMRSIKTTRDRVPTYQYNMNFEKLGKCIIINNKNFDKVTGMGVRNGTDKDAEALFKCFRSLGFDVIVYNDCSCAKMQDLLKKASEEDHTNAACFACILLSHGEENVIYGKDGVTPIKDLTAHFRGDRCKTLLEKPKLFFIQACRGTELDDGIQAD
Target sequence (P55210 207-303 limits assumed): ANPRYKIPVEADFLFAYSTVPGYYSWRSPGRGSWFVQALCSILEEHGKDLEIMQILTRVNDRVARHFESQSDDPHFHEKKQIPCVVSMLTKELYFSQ
ERK AVP inh: vasopressin-driven ERK pathway inhibition; actives 0.99% (n = 72,000); AID 995; Potency, µM (top dose mostly 57.5 µM), without a hit: at the top dose activity, negative = inhibition, actives largely listed as inhibitors; HEK293-V1b, vasopressin-stimulated pERK AlphaScreen; further: potency means the concentration at half of the fitted maximal effect; on the % scale 0 is the no-effect control and ±100 the full control effect; nearly all actives have a fitted effect of over 55% in size
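Phosphorylated ERK1/2 detected via AlphaScreen bead proximity in lysates of V1b-expressing HEK293 cells given 25 nM vasopressin for 5 min after 30 min compound exposure (37 °C). AC50 from Hill equation; basal DMSO 0%, vasopressin 100%.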
Numbers without * were called inactive; i = inactive; ? = inconclusive; / = no result given; [ ] = another dose, or the depositor's remark. Unless noted, the call rests on the fitted dose curve; in most records, active means well fitted curve in the direction sought with a large enough effect; inconclusive means small, poorly fitted or top-dose-only effect, or another doubt; inactive means no such curve, though single readings can be large; an effect the other way counts as inactive or inconclusive.

SMILES | USP2a inh | Fluorescein fluor | Casp1 inh | HEK293 cAMP cs | HADH2 inhib | Rhodamine autofl | Tau fil binding | Luciferase inh | TexasRed autofl | Casp7 inh | ERK AVP inh
O=C1CC(NC23CC4CC(CC(C4)C2)C3)C(=O)N1c1ccc2c(c1)OCO2 (configuration not stated) | 15% | i | 1% | -3% | 2% | i | -7% | 1% | i | 0% | -26%
CCOCCN1CCN(c2c(C)c(C)nc3cc(-c4cc(OC)cc(OC)c4)nn23)CC1 | 20% | i | 4% | 7% | 3% | i | 31% | -2% | i | 0% | ?
CC1Cc2ccccc2N1C(=O)CSc1nc2cc3c(cc2cc1C#N)OCO3 (configuration not stated) | 34%[activator] | ? | -7% | 7% | 26% | i | 6% | -4% | i | -4% | -7%
CCC(C)(NC(=O)c1ccc(=O)[nH]c1)C(=O)NC1CCCC1 (configuration not stated) | / | / | 2% | -4% | -5% | / | -8% | -1% | / | -2% | -3%
COc1ccc(CCNC(=O)CSC2=Nc3ccccc3C3=NC(C(C)C)C(=O)N23)cc1OC (configuration not stated) | 5% | i | -2% | 18% | -28% | i | -9% | 2% | i | 3% | 28%
O=C(Nc1cccnc1)c1ccc(Br)s1 | 3% | i | 2% | -1% | -5% | i | -1% | -14% | i | 0% | -16%
CC(=O)Nc1ccc(S(=O)(=O)NCCC(=O)OCCN2C(=O)c3ccccc3C2=O)cc1 | 0% | i | -3% | 8% | 27% | i | 13% | 0% | i | 2% | ?
CN=C(Nc1cc(C)nn1CCC#N)c1ccc(F)cc1 | -3% | i | -1% | -18% | -8% | i | 6% | 0% | i | 1% | 0%
CCOC(=O)c1sc(NC(=O)c2cccnc2)nc1C | / | / | -2% | 17% | 4% | / | 73% | -13% | / | 0% | /
CCOc1ccc(C(F)(F)F)cc1NC(C)=O | 3% | i | 0% | 7% | 1% | i | 12% | 2% | i | 0% | 0%
CCOC(=O)/C(C#N)=C1/C=CNC(=O)N1 | 14% | / | -5% | 2% | -26% | / | -2% | 0% | / | -6% | -8%
COc1cc(NC(=O)c2noc3c2CCCC3)c(OC)cc1Cl | 10% | i | -2% | ? | 7% | i | -6% | -2% | i | -5% | -2%
CC(=O)c1cccc(NC(=O)C=C(C)C)c1 | 5% | i | 1% | -2% | 12% | i | -7% | 2% | i | -1% | 7%
CCc1cc(=O)n2[nH]c(C)c(-c3ccccc3OC)c2n1 | / | / | 2% | ? | -17% | / | -11% | -1% | / | 0% | -5%
CC(C)c1nnc(NC(=O)c2ccc(S(=O)(=O)N3CCOCC3)cc2)s1 | / | / | -4% | 6% | 5% | / | -9% | 2% | / | 0% | /
CCCOC(=O)NC(CC)COC(=O)Nc1cccc(C)c1C (configuration not stated) | 10% | i | 1% | 26% | 2% | i | -5% | -2% | i | 0% | 21%
O=C(O)C[C@H]1OCC=C2C[N@@+]3([O-])CC[C@]45c6ccccc6N[C@@H]4[C@@H]1[C@H]2C[C@H]53 | / | ? | 0%[11.5 µM] | -5%[11.4 µM] | -1%[11.4 µM] | i | 5%[11.4 µM] | 3%[11.4 µM] | ? | -2%[11.5 µM] | 8%[11.5 µM]
Nc1c(S(=O)(=O)O)cc(Nc2ccc(Nc3nc(Cl)nc(Nc4ccc(S(=O)(=O)O)cc4)n3)c(S(=O)(=O)O)c2)c2c1C(=O)c1ccccc1C2=O | 7.9µM* | ? | -6% | -17% | 1µM* | i | -20% | -28% | ? | -6% | ?
Cn1nc(C(=O)Nc2cccc(C(F)(F)F)c2)ccc1=O | 2% | i | -1% | ? | 17% | i | -8% | 1% | i | 1% | -13%
COC(=O)[C@@]1(Cc2ccccc2)[C@H]2c3cc(C(=O)N4CCCC4)n(Cc4ccsc4Br)c3C[C@H]2CN1C(=O)c1ccccc1 | / | / | -6% | ? | 2% | / | 20% | / | / | -4% | 10%
Cn1c(=O)c2c(nc(CN3CCC(C(N)=O)CC3)n2CCCc2ccccc2)n(C)c1=O | -7% | ? | -1% | 6% | 8% | i | 11% | 3% | i | 1% | 10%
Brc1ccc(NCc2nnc3n2CCCCC3)cc1 | -3% | i | -1% | ? | 3% | i | -5% | ? | ? | -1% | -3%
COc1cccc(NC(=O)N2CCCC2C(=O)NCC(C)C)c1 (configuration not stated) | / | i | 0% | 12% | 4% | i | -6% | 2% | ? | 2% | -5%
CC(C)CCNC(=O)C(c1ccco1)N(CC1CCCO1)C(=O)Cn1nnc2ccccc21 (configuration not stated) | / | ? | -3% | ? | 25% | i | -3% | 0% | i | 2% | -18%
Cc1cc(N2CCN(c3ccccc3)CC2)nc(-c2ccccc2)n1 | -28% | ? | -2% | ? | 7% | i | -9% | 2% | i | 1%[0.00368 µM] | ?

An excerpt from further up, for reference:
SMILES | USP2a inh | Fluorescein fluor | Casp1 inh | HEK293 cAMP cs | HADH2 inhib | Rhodamine autofl | Tau fil binding | Luciferase inh | TexasRed autofl | Casp7 inh | ERK AVP inh
CC(C)c1nnc(NC(=O)c2ccc(S(=O)(=O)N3CCOCC3)cc2)s1 | / | / | -4% | 6% | 5% | / | -9% | 2% | / | 0% | /
CCCOC(=O)NC(CC)COC(=O)Nc1cccc(C)c1C (configuration not stated) | 10% | i | 1% | 26% | 2% | i | -5% | -2% | i | 0% | 21%
O=C(O)C[C@H]1OCC=C2C[N@@+]3([O-])CC[C@]45c6ccccc6N[C@@H]4[C@@H]1[C@H]2C[C@H]53 | / | ? | 0%[11.5 µM] | -5%[11.4 µM] | -1%[11.4 µM] | i | 5%[11.4 µM] | 3%[11.4 µM] | ? | -2%[11.5 µM] | 8%[11.5 µM]

The listing picks up, repeating the two entries before the break.
SMILES | USP2a inh | Fluorescein fluor | Casp1 inh | HEK293 cAMP cs | HADH2 inhib | Rhodamine autofl | Tau fil binding | Luciferase inh | TexasRed autofl | Casp7 inh | ERK AVP inh
CC(C)CCNC(=O)C(c1ccco1)N(CC1CCCO1)C(=O)Cn1nnc2ccccc21 (configuration not stated) | / | ? | -3% | ? | 25% | i | -3% | 0% | i | 2% | -18%
Cc1cc(N2CCN(c3ccccc3)CC2)nc(-c2ccccc2)n1 | -28% | ? | -2% | ? | 7% | i | -9% | 2% | i | 1%[0.00368 µM] | ?
CCOC(=O)/C=C1\SCC(=O)N1Cc1nnc(-c2ccccc2Br)o1 | 35%[activator] | ? | -4% | 25% | 3% | i | -14% | -2% | i | -12% | 1%
Cn1c(=O)c2c(ncn2CC(=O)N2CCN(c3ccc(F)cc3)CC2)n(C)c1=O | 4% | i | -1% | -6% | 7% | i | 0% | 0% | i | 1% | -16%
Cc1ccc2cc(CN(CC3CCCO3)C(=O)C(C)C)c(=O)[nH]c2c1 (configuration not stated) | 10% | i | -2% | 6% | ? | i | -3% | 1% | ? | -1% | 1%
NS(=O)(=O)Cc1noc2ccccc12 | -7% | ? | 3% | 5% | -10% | i | 10% | 1% | i | 0% | 20%
CC(C)(C)SCCNC(=O)CSc1ccccc1 | 7%[7.66 µM] | / | -1% | 6%[11.4 µM] | 1%[11.4 µM] | / | -2%[11.4 µM] | -2% | / | 0% | -17%
CCOC(=O)c1cccc(NC(=O)C2CCCN(S(=O)(=O)c3c(C)nn(C)c3C)C2)c1 (configuration not stated) | / | / | -12% | 13% | 8% | / | 9% | 2% | / | -1% | ?
COc1ccc(S(=O)(=O)Cc2ccc(C(=O)N3CCN(c4ccccc4)CC3)o2)cc1 | / | / | -2% | 20% | -3% | / | -6% | 1% | / | 0% | -16%
CCOCCn1c(SCCCc2ccccc2)nc2c1c(=O)[nH]c(=O)n2C | -2% | i | 1% | 28% | ? | i | 12% | -3% | i | -1% | 2%
CN1C(=O)c2ccc(NC(=O)c3c(F)c(F)c(F)c(F)c3F)cc2C1=O | -7% | ? | 1% | -1% | ? | i | -2% | 1% | ? | 2% | -11%
CCCCC[C@@H](O)[C@@H]1C(=O)O[C@@H](C)[C@@H](O)\C=C/C=C\C=C/C=C\C=C(\C)[C@H](O)C[C@H](O)C[C@H](O)C[C@H](O)C[C@H](O)C[C@H](O)C[C@@H]1O | / | i | / | -3%[11.4 µM] | -3%[11.4 µM] | i | 8%[11.4 µM] | 2%[11.4 µM] | ? | / | /
COc1ccccc1CN1CCCC(C(=O)N(C)Cc2ccccc2)C1 (configuration not stated) | -2% | i | 0% | -2% | 3% | i | 4% | 2% | ? | 0% | -14%
CC1(C)CC(C2N3CC4(C)CN2CC(C)(C3)C4=O)CCO1 (configuration not stated) | -10% | ? | 2% | -10% | -15% | i | 1% | -2% | i | 2% | 5%
COC(=O)C1=C(C)Nc2nnnn2C1c1ccc(Cl)cc1Cl (configuration not stated) | 8% | i | 0% | -10% | 2% | i | 6% | -1% | ? | -2% | 4%

Not all compounds are listed, so the mix of outcomes need not match the whole.
